Compound activity (PubChem BioAssay)
NPR1 activator = GC-A stimulated cGMP production enhancers – HEK293 GC-A cells, cGMP TR-FRET, EC30 ANP, primary screen. 0% at EC30 ANP, 100% saturating ANP. activation, % at 10 µM. hit rate 0.14% among 370,000. AID 1671463, 2021; in the data active means activation above about 40%
PG9 binder = binders of HIV-1 gp120 antibody PG9, primary screen, biochemical, TR-FRET; TR-FRET gp120-PG9 antibody binding; inhibition, % at 6.7 µM; hit rate 0.43% among 360,000; in the data active means inhibition above about 8.5%
hcDAF12 agonist = H. contortus DAF-12 nuclear receptor activators, primary screen, cell-based, luminescence, HEK293, lit1-tk-luc reporter; HEK293 hcDAF-12 lit1-tk-luc reporter; 0% DMSO, 100% Δ7-dafachronic acid; activation, % at 6.8 µM; hit rate 1.4% among 370,000; AID 652067, 2013;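 active means activation above the mean of all tested compounds plus 3 SD, cut at about 5.5% in these data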;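 further: 100% = response to 3 µM Δ7-dafachronic acid high control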
hgDAF12 agonist = H. glycines DAF-12 receptor agonists, primary screen, cell-based, luminescence, HEK293, GAL4 fusion, UAS-luciferase; hit rate 1.8% among 370,000; AID 687014, 2013; HEK293 GAL4-hgDAF12 UAS-luciferase reporter, agonist luminescence; normalized to butyrate control; activation, % at 6.8 µM;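 active means activation above a cutoff set at the mean of all screened compounds plus 3 SD, cut at about 10% in these data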;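 further: 0% = DMSO wells and 100% = sodium butyrate wells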
DAX1 inh-1 = DAX1 (NR0B1) inhibitors, primary screen, cell-based, HEK293, Gal4-DAX1, luciferase luminescence; Nuclear receptor subfamily 0 group B member 1 (Homo sapiens), P51843; HEK293 Gal4-DAX1 luciferase reporter; inhibition, % at 6.75 µM; hit rate 0.99% among 340,000; AID 504766, 2011;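 active means inhibition above the mean over all tested compounds plus 3 SD, cut at about 4.2% in these data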;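 further: 0% = DAX1-transfected cells with DMSO and 100% = empty-vector control cells with DMSO; inhibition shows as a rise in luminescence from relieved DAX1 repression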
Target sequence (P51843 207-470 limits assumed): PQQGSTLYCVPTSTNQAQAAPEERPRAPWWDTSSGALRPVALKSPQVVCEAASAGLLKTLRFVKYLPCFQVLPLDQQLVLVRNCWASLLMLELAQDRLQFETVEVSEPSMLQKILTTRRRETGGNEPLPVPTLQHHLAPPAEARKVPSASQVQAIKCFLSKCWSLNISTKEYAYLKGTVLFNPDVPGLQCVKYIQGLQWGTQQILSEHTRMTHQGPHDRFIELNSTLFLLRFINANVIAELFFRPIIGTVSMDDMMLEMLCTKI
SMARCA2 act = SMARCA2 (BRM) function activators, primary screen, cell-based, luminescence, high throughput | MG213 cells, MMTV-luciferase reporter, dexamethasone, overnight | activation, % at 9.1 µM | hit rate 1% among 370,000; in the data active means activation above about 7.8%;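 further: 0% = vehicle wells and 100% = reference activator wells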
ADAM10 inh = human ADAM10 inhibitors, primary screen, biochemical, QFRET, HTS; Disintegrin and metalloproteinase domain-containing protein 10 (Homo sapiens), O14672; inhibition, % at 7 µM; recombinant ADAM10, EDANS/DABCYL FRET peptide cleavage, 3 h; hit rate 0.62% among 370,000;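 active means inhibition above a per-campaign cutoff equal to the mean of compounds falling between control-based bounds plus 3 SD, cut at about 20% in these data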;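 further: 0% = DMSO wells while the 100% control is not disclosed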
FXN GAA850 act = FXN promoter activators, primary screen, cell-based, luciferase luminescence, HEK293 lucGAA850 | HEK293 lucGAA850 FXN promoter luciferase reporter, 24 h; percent of 10 µM SAHA response | activation, % at 6 µM | hit rate 0.56% among 360,000;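 active means activation above the average of all compounds screened plus 3 SD, cutoff fixed separately per campaign, cut at about 7.5% in these data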;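 further: 0% = DMSO wells and 100% = 10 µM SAHA wells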
DAX1 inh-2 = DAX1 (NR0B1) inhibitors on StAR promoter, primary screen, cell-based, luminescence, SF-1 (NR5A1), full-length DAX-1; HEK293T StAR-luciferase reporter, SF-1/DAX-1 repression relief; inhibition, % at 6.8 µM; hit rate 1.1% among 370,000; AID 652010, 2013;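 active means inhibition above the mean over all tested compounds plus 3 SD, cut at about 3.6% in these data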;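 further: 0% = DAX-1 cells with DMSO and 100% = cells lacking DAX-1 with DMSO; higher inhibition means more luminescence from relief of DAX-1 repression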
ssDAF12 agonist = S. stercoralis DAF-12 nuclear receptor activators, primary screen, cell-based, luminescence, HEK293, GRIP1 co-expression, lit1-tk-luc. HEK293 ssDAF-12/GRIP1 lit1-tk-luc reporter; % of 3 µM dafachronic acid response. activation, % at 6.8 µM. hit rate 1% among 370,000;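 active means activation above the mean over all tested compounds plus 3 SD, cut at about 0.9% in these data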;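 further: 0% = DMSO-only wells and 100% = 3 µM delta7-dafachronic acid wells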
ADAM17 inh = ADAM17 inhibitors, primary screen, biochemical, QFRET; Disintegrin and metalloproteinase domain-containing protein 17 (Homo sapiens), P78536; recombinant ADAM17, EDANS/DABCYL FRET peptide cleavage; inhibition, % at 6.95 µM; hit rate 0.83% among 370,000;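 active means inhibition above the mean of compounds lying between control limits plus 3 SD, set per campaign, cut at about 8.5% in these data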;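 further: 0% = DMSO-only wells as the low control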
Target sequence (P78536 215-824 limits assumed): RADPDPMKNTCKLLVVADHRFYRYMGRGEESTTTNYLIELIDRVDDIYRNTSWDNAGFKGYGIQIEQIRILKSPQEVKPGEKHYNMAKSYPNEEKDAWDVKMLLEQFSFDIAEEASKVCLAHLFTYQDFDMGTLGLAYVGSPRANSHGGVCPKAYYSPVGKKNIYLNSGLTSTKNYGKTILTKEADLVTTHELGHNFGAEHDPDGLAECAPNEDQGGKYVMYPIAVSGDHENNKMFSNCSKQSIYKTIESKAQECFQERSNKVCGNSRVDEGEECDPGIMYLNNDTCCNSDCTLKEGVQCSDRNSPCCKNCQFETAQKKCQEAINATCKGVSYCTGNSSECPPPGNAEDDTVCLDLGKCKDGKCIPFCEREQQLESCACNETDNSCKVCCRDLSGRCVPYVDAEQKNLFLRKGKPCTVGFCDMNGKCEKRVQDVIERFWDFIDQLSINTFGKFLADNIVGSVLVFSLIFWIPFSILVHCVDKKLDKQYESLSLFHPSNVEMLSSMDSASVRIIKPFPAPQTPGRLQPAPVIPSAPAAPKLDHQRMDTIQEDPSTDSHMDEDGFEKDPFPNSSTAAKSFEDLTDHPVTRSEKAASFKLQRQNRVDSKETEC
* = called active by the depositor; & = joins results of further samples.

Cc1cc(C)c2c(c1)[C@@H]1C=CC[C@@H]1[C@H](c1ccc(S(=O)(=O)N3CCOCC3)cc1)N2 was read as NPR1 activator -5.9, PG9 binder -0.2, hcDAF12 agonist -0.5, hgDAF12 agonist 3.2, DAX1 inh-1 -1.8, SMARCA2 act -2.3, ADAM10 inh -14.3, FXN GAA850 act 0.7, DAX1 inh-2 0.0, ssDAF12 agonist -1.3 and ADAM17 inh -4.7.
For COc1cccc(C(O)c2nc(-c3cccc4cccnc34)cs2)c1 (stereo not drawn) the results were NPR1 activator -2.2, PG9 binder 0.6, hcDAF12 agonist -1.4, hgDAF12 agonist -4.7, SMARCA2 act -0.3, ADAM10 inh -23.9, FXN GAA850 act 3.5, DAX1 inh-2 0.8, ssDAF12 agonist -0.4 and ADAM17 inh -7.6.
`Cc1ccccc1C(C)(O)c1cnc(C)n1Cc1ccccc1` (stereo not drawn) gave NPR1 activator -29.1, PG9 binder 1.0, hcDAF12 agonist -1.1, hgDAF12 agonist 1.3, DAX1 inh-1 2.0, SMARCA2 act -2.2, ADAM10 inh -13.5, FXN GAA850 act 1.6, DAX1 inh-2 -0.7, ssDAF12 agonist -1.0 and ADAM17 inh -1.6.
Screening O=C(Nc1ccncc1)c1cc(-c2cccc(Br)c2)nc2ccccc12 returned NPR1 activator -4.2, PG9 binder 1.8, hcDAF12 agonist 0.1, hgDAF12 agonist -2.9, DAX1 inh-1 0.7, SMARCA2 act 0.3, ADAM10 inh 3.5, FXN GAA850 act -0.5, DAX1 inh-2 0.2, ssDAF12 agonist -1.3 and ADAM17 inh -0.3.
Screening Cc1ccccc1CN1CCN(S(C)(=O)=O)CC1 returned NPR1 activator 1.6, PG9 binder -1.4, hcDAF12 agonist 0.6, hgDAF12 agonist -0.4, DAX1 inh-1 0.6, SMARCA2 act 0.9, ADAM10 inh -2.6, FXN GAA850 act -0.2, DAX1 inh-2 0.1, ssDAF12 agonist -1.3 and ADAM17 inh 1.9.
`CCN1C(=O)/C(=C/c2ccc(C)o2)N(C)C1=S` gave NPR1 activator 25.3, PG9 binder -2.3, hcDAF12 agonist -1.4, hgDAF12 agonist 0.5, DAX1 inh-1 -1.4, SMARCA2 act 0.0, ADAM10 inh -10.0, FXN GAA850 act 2.1, DAX1 inh-2 -0.6, ssDAF12 agonist -1.2 and ADAM17 inh -0.7.
Screening COc1ccccc1C(=O)NCC(=O)OCC(=O)c1cccc2ccccc12 returned NPR1 activator -3.7, PG9 binder -3.2, hcDAF12 agonist 1.6, hgDAF12 agonist 1.2, DAX1 inh-1 0.9, SMARCA2 act -0.7, ADAM10 inh 0.1, FXN GAA850 act 1.6, DAX1 inh-2 0.7, ssDAF12 agonist -1.6 and ADAM17 inh 3.7.
Screening Cc1ccc2c(c1)NC(=O)C(CC(=O)Nc1ccc(Br)c(C)c1)O2 (stereo not drawn) returned NPR1 activator -22.1, PG9 binder 0.5, hcDAF12 agonist -0.5, hgDAF12 agonist 1.3, DAX1 inh-1 0.6, SMARCA2 act -1.7, ADAM10 inh -0.7, FXN GAA850 act 2.2, DAX1 inh-2 0.3, ssDAF12 agonist -0.4 and ADAM17 inh -2.5.
CCCCn1c(N)c(N(CCOC)C(=O)c2ccc3c(c2)C(=O)N(c2cc(C)ccc2C)C3=O)c(=O)[nH]c1=O was read as NPR1 activator 0.8, PG9 binder -2.0, hcDAF12 agonist -0.4, hgDAF12 agonist 1.7, DAX1 inh-1 -0.2, SMARCA2 act 1.6, ADAM10 inh -10.5, FXN GAA850 act 1.1, DAX1 inh-2 0.7, ssDAF12 agonist -1.5 and ADAM17 inh -0.2.
COc1ccc2nc3ccccc3nc2c1NC(=O)c1ccc(Cl)cc1Cl was read as NPR1 activator 21.1, PG9 binder -1.8, hcDAF12 agonist -0.8, hgDAF12 agonist -0.6, DAX1 inh-1 -1.0, SMARCA2 act -0.1, ADAM10 inh -5.3, FXN GAA850 act 1.0, DAX1 inh-2 0.8, ssDAF12 agonist -0.8 and ADAM17 inh -3.2.
For CS(=O)(=O)N(CC(=O)NN=C1CCCCCC1)c1ccc(Oc2ccccc2)cc1 the results were NPR1 activator 3.4, PG9 binder -2.4, hcDAF12 agonist 1.0, hgDAF12 agonist 2.4, DAX1 inh-1 -0.3, SMARCA2 act 1.1, ADAM10 inh 4.0, FXN GAA850 act 0.8, DAX1 inh-2 0.8, ssDAF12 agonist -0.8 and ADAM17 inh -1.6.
Screening Cc1cc(N2CCCCC2)c(F)cc1[N+](=O)[O-] returned NPR1 activator -1.0, PG9 binder -1.6, hcDAF12 agonist -1.0, hgDAF12 agonist -0.1, DAX1 inh-1 0.0, SMARCA2 act -1.7, ADAM10 inh 8.1, FXN GAA850 act -0.6, DAX1 inh-2 0.2, ssDAF12 agonist -2.0 and ADAM17 inh -2.3.
`COCCN(C(=O)CSc1nnc(-c2ccncc2)n1C)c1c(N)n(CC(C)C)c(=O)[nH]c1=O` gave NPR1 activator 2.2, PG9 binder 0.9, hcDAF12 agonist -1.6, hgDAF12 agonist 2.8, DAX1 inh-1 1.6, SMARCA2 act 1.9, ADAM10 inh -10.8, FXN GAA850 act 0.2, DAX1 inh-2 0.2, ssDAF12 agonist -0.9 and ADAM17 inh -6.4.
For COC(=O)C(C)Sc1n[nH]c(=S)s1 (stereo not drawn) the results were NPR1 activator 2.0, PG9 binder -4.0, hcDAF12 agonist -0.2, hgDAF12 agonist 1.8, DAX1 inh-1 -0.7, SMARCA2 act 2.2, ADAM10 inh 10.6, FXN GAA850 act -0.6, DAX1 inh-2 0.6, ssDAF12 agonist -1.1 and ADAM17 inh 3.8.
`Cc1ccc(CNC(=O)CSc2nnc3n2CCCCC3)cc1` gave NPR1 activator 1.5, PG9 binder -3.3, hcDAF12 agonist -1.6, hgDAF12 agonist 5.3, DAX1 inh-1 0.1, SMARCA2 act -0.9, ADAM10 inh -6.1, FXN GAA850 act 1.2, DAX1 inh-2 -0.6, ssDAF12 agonist -1.1 and ADAM17 inh -1.7.
`COc1ccc(C(=O)Oc2cccnc2)cc1` gave NPR1 activator 1.2, PG9 binder -1.7, hcDAF12 agonist -1.2, hgDAF12 agonist 1.9, DAX1 inh-1 0.1, SMARCA2 act 1.4, ADAM10 inh 3.2, FXN GAA850 act -0.6, DAX1 inh-2 0.5, ssDAF12 agonist -1.1 and ADAM17 inh -3.3.
COc1cc(NC(=O)c2csc(-c3ccncc3)n2)cc(C(=O)Nc2cccc(C(F)(F)F)c2)c1 was read as NPR1 activator 1.9&-0.7, PG9 binder 0.6&-1.1, hcDAF12 agonist 1.7&2.3, hgDAF12 agonist 2.5&4.3, DAX1 inh-1 -2.1&1.0, SMARCA2 act 1.1&0.8, ADAM10 inh -3.4&-0.9, FXN GAA850 act -1.5&-0.6, DAX1 inh-2 -0.4&0.3, ssDAF12 agonist 0.5&-0.3 and ADAM17 inh -3.9&0.0.
Screening CC(C)N1CC(C(=O)Nc2ccc(C#N)cc2)CC1=O (stereo not drawn) returned NPR1 activator 0.7, PG9 binder 0.5, hcDAF12 agonist -1.4, hgDAF12 agonist 0.4, DAX1 inh-1 0.7, SMARCA2 act 1.1, ADAM10 inh -5.4, FXN GAA850 act -0.4, DAX1 inh-2 -0.4, ssDAF12 agonist -0.9 and ADAM17 inh -2.1.
Cc1nc(NC(C)C)c2oc3ccccc3c2n1 was read as NPR1 activator -1.3, PG9 binder -0.3, hcDAF12 agonist -0.6, hgDAF12 agonist -1.0, DAX1 inh-1 -1.6, SMARCA2 act 0.4, ADAM10 inh 0.8, FXN GAA850 act 0.3, DAX1 inh-2 -0.5, ssDAF12 agonist -1.6 and ADAM17 inh -1.6.
For COC(=O)c1cn(C(=O)c2cc(OC)c(OC)c(OC)c2)c2ccccc12 the results were NPR1 activator -3.0, PG9 binder 0.5, hcDAF12 agonist -1.0, hgDAF12 agonist -0.2, DAX1 inh-1 1.1, SMARCA2 act -1.3, ADAM10 inh 7.5, FXN GAA850 act -1.3, DAX1 inh-2 -0.3, ssDAF12 agonist -1.5 and ADAM17 inh 0.7.
`CCN(CC)c1ccc(NC(=O)c2ccc3c(c2)c(C)c(C)n3C)cc1` gave NPR1 activator -11.8, PG9 binder -4.4, hcDAF12 agonist -1.6, hgDAF12 agonist 2.0, DAX1 inh-1 -0.9, SMARCA2 act -3.6, ADAM10 inh 4.4, FXN GAA850 act -1.8, DAX1 inh-2 0.3, ssDAF12 agonist -1.8 and ADAM17 inh 7.4.
`COc1ccc(Br)c2oc(SC)cc(=O)c12` gave NPR1 activator 0.2, PG9 binder -2.6, hcDAF12 agonist -1.1, hgDAF12 agonist -1.9, DAX1 inh-1 0.2, SMARCA2 act 0.5, ADAM10 inh -51.4, FXN GAA850 act 1.7, DAX1 inh-2 0.1, ssDAF12 agonist -1.5 and ADAM17 inh -15.2.
Screening COc1ccccc1NS(=O)(=O)c1ccc(Cl)c(NC(=O)C(C)N2C(=O)c3ccccc3C2=O)c1 (stereo not drawn) returned NPR1 activator -2.5, PG9 binder -2.4, hcDAF12 agonist 0.6, hgDAF12 agonist -1.6, DAX1 inh-1 -1.2, SMARCA2 act -3.3, ADAM10 inh -1.5, FXN GAA850 act 2.0, DAX1 inh-2 -0.5, ssDAF12 agonist -1.6 and ADAM17 inh -3.8.
For Cc1ccc(O)c(CNc2nc3ccccc3n2C(C)C)c1 the results were NPR1 activator -12.2, PG9 binder -0.9, hcDAF12 agonist -2.2, hgDAF12 agonist 2.6, DAX1 inh-1 0.4, SMARCA2 act -1.1, ADAM10 inh -0.9, FXN GAA850 act -1.6, DAX1 inh-2 -0.5, ssDAF12 agonist -1.6 and ADAM17 inh 1.1.
For COc1ccc(C2c3[nH]c4ccccc4c3C[C@H]3C(=O)N(c4ccccc4C(=O)N4CCC[C@H]4C(=O)O)C(=O)N23)cc1 (stereo partly drawn) the results were NPR1 activator -2.0, PG9 binder -0.2, hcDAF12 agonist 5.1, hgDAF12 agonist 1.0, DAX1 inh-1 5.2*, SMARCA2 act 2.3, ADAM10 inh -9.9, FXN GAA850 act 1.5, DAX1 inh-2 0.9, ssDAF12 agonist -0.1 and ADAM17 inh -3.9.
For Cc1cc2c(ncn2C(C)C)c(NS(=O)(=O)c2ccc(F)cc2)c1C the results were NPR1 activator -4.3, PG9 binder -1.2, hcDAF12 agonist 0.2, hgDAF12 agonist 1.3, DAX1 inh-1 0.1, SMARCA2 act -3.3, ADAM10 inh 7.2, FXN GAA850 act -2.6, DAX1 inh-2 -0.2, ssDAF12 agonist -1.7 and ADAM17 inh 0.3.
